Screening data deposited in PubChem BioAssay by National Center for Advancing Translational Sciences (NCATS).
Pf Dd2 growth: blocks in vitro growth of P. falciparum Dd2; Potency, µM (top dose mostly 28.9 µM), for inactives: at the top dose activity, negative = inhibition, usual class: inhibitors; 120,000 compounds, 4.3% hits; P. falciparum Dd2 growth, SYBR Green, 72 h; active = well fitted inhibition curve with a large enough effect; inconclusive = small, poorly fitted or top-dose-only effect; inactive = no such curve, though single readings can be large or run the other way;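 note: plate controls were DMSO vehicle for no effect and reference drug for full effect; nearly all actives have a fitted effect of over 65% in size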
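Readout: SYBR Green fluorescence, 485 nm excitation, 535 nm emission, after ~16 h lysis at 37C. Before that, Dd2-infected red cells (2.5% hematocrit) grew 72 h with compound, 29 uM top final concentration.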
An asterisk follows results filed as active; i = inactive; ? = inconclusive; [ ] = dose if it differs, or a comment. Potency is the fitted concentration of half-maximal effect. This is a subset; rates above refer to the full screens.

canonical_smiles,Pf Dd2 growth
CCn1c(CC2C(=O)N(C)c3ccc(Br)cc32)nc2ccccc2c1=O (configuration not stated),?
CN1C(=O)[C@@H]2C[C@@H](O)CN2C2(CN(Cc3cccnc3)C2)C1=O,22%[44.1 µM]
CCN(CC)C(=O)CSc1nc2ccsc2c(=O)n1Cc1ccccc1Cl,0%
CCN1CCN(C(=O)C2Cn3cccc3C(=O)N2CC(C)C)CC1 (configuration not stated),-31%
CC1CCN(CC2CCN(C(=O)Nc3ccc(Br)cc3F)CC2)CC1,-18%
CC(C)CSc1ccccc1NC(=O)c1sc2nc(-c3ccncc3)ccc2c1N,3.2µM*
CSc1ccc(CNC(=O)CCn2ccn3nc4c(c3c2=O)CCCC4)cc1,-5%
CC(C)CNC(=O)N1CCCCCCNC(=O)[C@@H]2C[C@@H](c3nc(-c4cccnc4)no3)C[C@@H]21,i
COc1cccc(C2Cn3nnc(-c4nc(-c5cccc(F)c5)no4)c3CO2)c1 (configuration not stated),i
CCN(CC)S(=O)(=O)c1ccc2oc(C(=O)NCc3ccccc3OC)c(C)c2c1,7.9µM*
COc1ccc(NC(C)=O)cc1NC(=O)CC[C@H]1NC(=O)c2ccccc2NC1=O,-12%
Cc1ccc(-c2nc3ccccn3c2Nc2c(C)cccc2C)o1,-12%
CCCNC(=O)OC[C@H]1C[C@@H]2CCN1C[C@@H]2c1cc(-c2ccc(OC)cc2)nn1C,?
Cc1ccc(NC(=O)Cc2c(C(=O)O)c(C)cn2C)cc1Cl,-9%
Cc1ccc(NC(=O)N2C[C@@H](F)C[C@H]2C(=O)N2CCc3ccccc3C2)cc1C,-20%
COc1ccc(OC)c(CN2CCC3(COC(=O)N3Cc3ccccc3)C2)c1 (configuration not stated),?
O=c1c2cccnc2n(Cc2cccc(F)c2)c(=O)n1Cc1ccccc1Cl,13µM*
COc1cc(C2c3c(oc4ccc(C)cc4c3=O)C(=O)N2Cc2ccccc2)ccc1O (configuration not stated),-23%
CC(C)(C)c1ccc(CN2CC3(COCC2=O)CN(c2cnccn2)C3)cc1,?
CN(C(=O)c1cccnc1)C(Cc1ccc(F)cc1F)C1CCN(C(=O)C2(C)CCCCC2)CC1 (configuration not stated),-2%
COc1cccc(CCC(=O)N2CCC(CC(=O)NC3CC3)C2)c1 (configuration not stated),-10%
CC(C)(C)CC(=O)N1CC[C@H](NC(=O)NC2CCCCC2)[C@H]1C(=O)N[C@H](Cc1c[nH]c2ccccc12)C(N)=O,-16%
CN1CCN(C(=O)c2ccc3c(c2)N(Cc2ccc(Cl)cc2)C(=O)c2ccccc2S3(=O)=O)CC1,?
O=C(c1cccc(N2CCCC2=O)c1)N1CCCC(O)(CN2CCCC2)C1 (configuration not stated),-4%
CCOC(=O)c1ccc(NC(=O)C2CC(=O)NC(=Nc3ccc(C)c(C)c3)S2)cc1 (configuration not stated),?
CCOc1ccc(C(=O)N2CC(=O)Nc3ccc(F)cc3C2c2ccc(F)cc2)cc1 (configuration not stated),9%
Cc1ccc(OCC(=O)N2CCCCCC2c2nnc(-c3ccccc3)o2)cc1 (configuration not stated),i
O=C(CSc1c2c(nc3cc(Cl)ccc13)CCCC2)N1CCN(c2ccccc2)CC1,11µM*
Cc1noc(-c2cn(C3CCN(C(=O)Cc4cccc(Cl)c4)CC3)nn2)n1,?
COc1ccc(-c2nc(C(=O)N3CCCC3)n3ccccc23)cc1,-13%[44.1 µM]
CN(CCCN1CCOCC1)Cc1nc(-c2ccc(Cl)cc2)no1,?
CCCCc1nn(CC(=O)N(C)Cc2ccc(C)o2)c(=O)n1CC,9%
Fc1ccccc1N1CCN(c2ncnc3c2nc2n3CCCCC2)CC1,20%
CCS(=O)(=O)N1CCc2cc(C(=O)Nc3ccc(Br)cc3F)ccc21,0%
Cc1ccc(S(=O)(=O)N2CCC(CCC(=O)NCCCc3ccccc3)CC2)cc1,i
COc1ccccc1N1CCN(C[C@H]2CN3CC[C@H]2C[C@@H]3CNC(=O)Nc2ccccc2)CC1,i
CCN1CCN(c2cc(C)c3cc(NC(=O)/C=C/c4cccc(Cl)c4)ccc3n2)CC1,3.2µM*
CCc1nncn1C1CCN(S(=O)(=O)c2ccc(Cl)s2)C1 (configuration not stated),17%
O=c1c2cnn(-c3ccc(Cl)cc3)c2ncn1Cc1ccc(Cl)cc1Cl,4%
O=C(CCS(=O)(=O)c1cc2c(cc1Cl)NC(=O)CO2)NCCc1ccccc1,11%
CC(C)Cc1nn2c(=O)cc(COC(=O)c3cccc(NS(C)(=O)=O)c3)nc2s1,i
Cc1cc(C)cc(N2CC(c3nc(-c4cccc(Cl)c4)no3)CC2=O)c1 (configuration not stated),32%[activator]
O=C(Cc1cccs1)N1CCOc2ccc(CN3CCc4ccccc4C3)cc2C1,?
CCc1cccc(NC(=O)C2CCC(CNS(=O)(=O)c3ccc(Br)s3)CC2)c1 (configuration not stated),55%[activator]
Cc1ncn(C)c1C(=O)N[C@@H]1CCOC[C@H]1Oc1ccc(C#N)cc1,6%

Compounds listed so far that contain two or more sulfur atoms:
canonical_smiles,Pf Dd2 growth
CCN(CC)C(=O)CSc1nc2ccsc2c(=O)n1Cc1ccccc1Cl,0%
CC(C)CSc1ccccc1NC(=O)c1sc2nc(-c3ccncc3)ccc2c1N,3.2µM*
CCc1nncn1C1CCN(S(=O)(=O)c2ccc(Cl)s2)C1 (configuration not stated),17%
CC(C)Cc1nn2c(=O)cc(COC(=O)c3cccc(NS(C)(=O)=O)c3)nc2s1,i
CCc1cccc(NC(=O)C2CCC(CNS(=O)(=O)c3ccc(Br)s3)CC2)c1 (configuration not stated),55%[activator]

Exported as labelled records: two of the compounds above
CCn1c(CC2C(=O)N(C)c3ccc(Br)cc32)nc2ccccc2c1=O (configuration not stated)
  Pf Dd2 growth: ?

O=C(CSc1c2c(nc3cc(Cl)ccc13)CCCC2)N1CCN(c2ccccc2)CC1
  Pf Dd2 growth: 11µM*

Fetched by structure from above:
canonical_smiles,Pf Dd2 growth
Cc1ncn(C)c1C(=O)N[C@@H]1CCOC[C@H]1Oc1ccc(C#N)cc1,6%
CC(C)Cc1nn2c(=O)cc(COC(=O)c3cccc(NS(C)(=O)=O)c3)nc2s1,i
CCc1nncn1C1CCN(S(=O)(=O)c2ccc(Cl)s2)C1 (configuration not stated),17%

Following part:
canonical_smiles,Pf Dd2 growth
COCCCNC(=O)NCC(=O)N1CCCCCNC(=O)CC1c1ccccc1 (configuration not stated),3%
O=C(NC[C@H]1O[C@H](Cc2cc(-c3ccc(F)cc3)on2)CC[C@@H]1O)c1ccncc1,?
O=C(NCC1CC1)c1cccc(OC2CN(Cc3ccc(F)cc3F)C2)c1,?
COc1ccc(-c2ncc3c(n2)OCCN(CC2CC2)C3=O)cc1,?
Cc1ccc(OCC(=O)Nc2ccc3c(c2)sc(=O)n3C)cc1,-3%
CCc1ccc(-c2cn3c(n2)sc2cc(C(=O)NCCC4=CCCCC4)ccc23)cc1,i
Cc1nc2sccn2c(=O)c1S(=O)(=O)N1CCN(c2ccc(F)cc2)CC1,-4%
Cc1ccc(Nc2nc(C(N)=O)c(NC(=O)c3ccccc3Br)s2)cc1,10µM*
COc1ccc(CN2C(=O)CO[C@H]3CN(Cc4cccnc4)C[C@H]32)cc1,-27%[44.1 µM]
CCN(CCCNC(=O)Cn1ncc2c([nH]c3ccc(C)cc32)c1=O)c1ccccc1,25%
COc1cccc(F)c1C(=O)N1C[C@@H](CN2CCOCC2)[C@@H](CO)C1,-2%
NCCC1CCN(C(=O)Nc2cc(F)cc(F)c2)CC1,-12%
COc1cccc(NC(=O)Nc2cccc(-c3cn4cccnc4n3)c2)c1,i
O=C(c1ccc2[nH]ccc2c1)N1CCN(C(=O)c2nnn3c2COC(c2ccccc2)C3)CC1 (configuration not stated),-11%
O=C(CCc1ccnc(N2CCCC2)c1)N1CCN(c2cccc(Cl)c2)CC1,5µM*
COc1ccc(CN2CCN(c3noc(C(C)C)n3)CC2CCO)cc1C (configuration not stated),-12%
CN(c1ccccc1)c1ncnc2c1cnn2C,11%
COc1ccc2nc(CO[C@H]3CN(Cc4ccccn4)C[C@H]3F)[nH]c2c1,-22%[44.1 µM]
O=C(c1ccc2c(c1)N(Cc1ccccc1F)C(=O)c1ccccc1S2(=O)=O)N1CCCC1,-12%
O=C(NC1CCN(c2cc(-c3ccc(F)cc3)[nH]n2)C1)c1ccc(F)cc1Cl (configuration not stated),i
O=C(NCc1ccccn1)C1CCN(C(=O)c2ncn3c2COC(c2ccc(Cl)cc2)C3)CC1 (configuration not stated),i
Cc1ccc(C)c(OCCn2cc(C(=O)c3ccco3)c3ccccc32)c1,1µM*
Cc1ccc(CN2CCc3nn(C)c(=O)n3CC2)o1,7%
CCCC1(CO)CCCN(Cc2cnn(-c3cccc(F)c3)c2)C1 (configuration not stated),?
Cn1c(CO[C@H]2CN(Cc3ccc4c(c3)OCO4)C[C@H]2F)nc2ccccc21,i
CC(C)CCN1CCCC12Cc1ccccc1CNC2=O (configuration not stated),?
O=C(CSc1nc2c([nH]c3ccccc32)c(=O)n1-c1ccccc1)N1CCCc2ccccc21,5%
O=C(Nc1nc2n(n1)C(c1ccc(F)cc1)C=C(c1ccccc1)N2)c1cccc([N+](=O)[O-])c1 (configuration not stated),3.2µM*
O=C(C1CCC1)N1CCC(c2noc(CO)n2)C1 (configuration not stated),?
CCn1c(=O)cc(OCC(=O)Nc2cc(Cl)c(OC)cc2OC)c2ccccc21,9%
COc1ccc(S(=O)(=O)NCCc2csc(-c3ccc(F)cc3)n2)cc1F,-21%
CC(C)c1nc2c(c(-c3ccc(O)cc3)n1)CN(Cc1cccc(F)c1)CC2,?
CN(C(=O)c1ccc(F)cc1)C1CCc2ccccc21 (configuration not stated),?
Cc1c(Cl)cccc1NC(=O)c1ccc2snnc2c1,35%[activator]
CCN1C(=O)CCN(Cc2cccnc2)CC12CCOCC2,-1%
Cc1nn(-c2ccc(F)cc2)c(Oc2ccc(F)cc2F)c1CCC(=O)NCC1CC1,i
COCCCNC(=O)N1CC(c2nc(CCOCC3CCOCC3)no2)C1,12%
Cc1ccc(OCC(=O)NCC2(N3CCN(C)CC3)CCCCC2)cc1,?
CCC(=O)Nc1ccc(-c2c(-c3cc(OC)cc(OC)c3)nn(-c3ccc(C)cc3)c2OC(C)=O)cc1,-15%
COc1cc(OC)cc(-c2nc3nc(C)c(CCC(=O)Nc4ccc(F)cc4F)c(C)n3n2)c1,?
O=C(Cn1cc(S(=O)(=O)c2ccccc2)c(=O)c2cc3c(cc21)OCO3)Nc1ccccc1,-6%
CNC(=O)[C@@H]1CN(C(=O)c2cccc(C(F)(F)F)c2)C[C@H]1COC,8%
COc1ccc(-c2noc(CN(C(=O)COc3cc(C)c(Br)c(C)c3)C(C)C)n2)cc1,?
O=C(Cn1c(=O)n(-c2ccccc2)c(=O)c2ccc(C(=O)NCc3ccc4c(c3)OCO4)cc21)Nc1ccc(Br)cc1,?
CC1(C(=O)Nc2ccc(F)c(Cl)c2)COCc2cnc(Nc3ccccc3)nc21 (configuration not stated),-3%[44.1 µM]
CCOc1ccc(NC(=O)N2C[C@@H](F)C[C@H]2C(=O)N2CCc3ccccc3C2)cc1,-14%
O=C(c1cc(-c2ccc(Cl)cc2Cl)c2cccn2n1)N1CCOCC1,11%
Cc1ccc(CN2CCc3nc(Nc4ccc5c(c4)OCCO5)ncc3C2)cc1,9%
COc1cc(=O)n2c(c1C(=O)Nc1ccc(N(C)C)cc1)CCCC2,?
COc1ccc(C(=O)N[C@@H]2CCC[C@@H]2C(=O)Nc2cc(F)ccc2C)cn1,11%
O=C(NC1CC(=O)N(c2cccc(F)c2)C1)C1CCCCC1 (configuration not stated),24%
Nc1cccc(-c2cn(C[C@H]3CC4CCN3C[C@@H]4C(=O)NCc3ccc(F)cc3)nn2)c1 (some centres not stated),?
Cc1nc(-c2ccccc2)cc([C@H]2CN3CC[C@H]2C[C@@H]3CNC(=O)CCCC(=O)O)n1,20%[44.1 µM]
O=C(c1cccc2[nH]ccc12)N1CCC([C@@H]2CNC[C@H]2CO)CC1,14%
COc1ccc(CC(=O)N2CC(=O)Nc3ccc(Br)cc3C2c2ccc(F)cc2)cc1OC (configuration not stated),?
FC(F)(F)c1cccc(C2=NOC3(CCCN(Cc4cccnc4)C3)C2)c1 (configuration not stated),-5%
COc1ccc(-c2[nH]ncc2C(=O)NCc2cccc(Cl)c2)cc1,40%[activator]
CCC(C(=O)NC1CCC(C)CC1)n1nc(C)c2sc3ccccc3c2c1=O (configuration not stated),-13%
Cc1ccc(CNC(=O)Cn2c(=O)n(-c3ccccc3)c(=O)c3c2c2cc(C)ccc2n3C)cc1,22%
O=C(CSc1oc(-c2ccco2)nc1S(=O)(=O)c1ccc(Br)cc1)c1ccc(Cl)cc1,8%

(further entries)
canonical_smiles,Pf Dd2 growth
CC1=C(C(N)=O)C(c2ccc(F)cc2)n2nc(-c3ccccc3Cl)nc2N1 (configuration not stated),3%
CN(C)c1cccc(C(=O)N2CCNc3cnc(Nc4cccc(C(F)(F)F)c4)nc3C2)c1,7.9µM*
Cc1ccc(CNC(=O)CN(c2cc(C)cc(C)c2)S(=O)(=O)c2c(C)noc2C)cc1,-23%
CCC(=O)N1CCc2c(C(=O)Nc3ccc(OC)cc3OC)cccc21,-21%
